Bioassay records as filed in PubChem.
GSIS activator = GLuc luminescence reporter in INS-1E cells, primary screen for activators of glucose-dependent secretion of insulin; AID 743287; activation, % at 16.6 µM; INS-1E GLuc reporter insulin secretion, 2-3 h; 370,000 tested, 0.61% active;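 active = lowest replicate activation of at least 40%, so every replicate reaches that level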;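 note: 0% = median of neutral control wells and 100% = median of IBMX positive control wells; some compounds called inactive have numbers as strong as hits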
RAD54 inh = blocks human RAD54 Holliday junction branch migration | Q92698 | FAM/BHQ fluorescence | inhibition, % at 10.4 µM | 360,000 tested, 0.14% active;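 active = mean normalized replicate activity at least 40 and at least half of replicates scoring 40 or more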;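 note: 0% = median of neutral control wells and 100% = median of positive control wells; inhibitors cause a drop in the FAM fluorescence signal; in these data hits start at about 50%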
Target sequence (Q92698 whole entry, looked up): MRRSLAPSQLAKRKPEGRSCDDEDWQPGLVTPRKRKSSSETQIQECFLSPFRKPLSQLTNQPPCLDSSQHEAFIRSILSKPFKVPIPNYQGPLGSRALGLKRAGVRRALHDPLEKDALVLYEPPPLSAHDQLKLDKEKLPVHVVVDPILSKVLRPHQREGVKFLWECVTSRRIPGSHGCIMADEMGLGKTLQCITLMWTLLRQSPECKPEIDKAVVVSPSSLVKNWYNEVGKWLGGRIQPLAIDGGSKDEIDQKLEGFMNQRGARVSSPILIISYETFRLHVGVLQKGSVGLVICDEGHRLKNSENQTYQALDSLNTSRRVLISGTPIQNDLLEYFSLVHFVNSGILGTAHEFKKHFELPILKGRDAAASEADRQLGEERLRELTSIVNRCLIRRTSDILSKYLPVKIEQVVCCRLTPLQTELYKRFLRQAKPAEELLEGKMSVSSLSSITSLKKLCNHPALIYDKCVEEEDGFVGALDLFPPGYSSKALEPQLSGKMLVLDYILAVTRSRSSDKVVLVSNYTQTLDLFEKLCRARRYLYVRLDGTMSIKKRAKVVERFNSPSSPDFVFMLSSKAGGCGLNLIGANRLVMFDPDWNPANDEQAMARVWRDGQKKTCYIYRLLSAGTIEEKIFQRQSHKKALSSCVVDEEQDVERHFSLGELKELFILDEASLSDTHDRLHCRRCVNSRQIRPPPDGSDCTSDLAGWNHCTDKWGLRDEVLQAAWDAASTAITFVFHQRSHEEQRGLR
RAD52 inh = RAD52 (human) annealing inhibition; inhibition, % at 18.7 µM; recombinant RAD52 DNA annealing, FRET fluorescence; 360,000 tested, 0.46% active; AID 651710;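 active = every replicate showing at least 50% inhibition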
CFTR F508del cor = CFTR F508del correction in bronchial cells | 350,000 tested, 0.36% active | CFBE cells, YFP halide quenching; stimulated with forskolin plus potentiator P3; % fluorescence drop versus neutral controls | activity (quench increase), % at 7.58 µM;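 active = mean added fluorescence quench of at least 8% versus neutral control, with both replicates also reaching 8%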;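 note: cells transiently co-express mutant CFTR-F508del with the halide-sensitive YFP; corrector assay measuring rescue of mutant channel to the surface after 24 h compound exposure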
Xi reactivation = X-chromosome reactivation activator. XiGFP mouse fibroblasts, % GFP-positive cells imaging, 3 d; cells co-treated with 5-aza-dC sensitizer; scaled so ellipticine positive control = 100%. activation, % at 7.58 µM. 360,000 tested, 0.055% active. AID 743238;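 active = mean normalized replicate activation at least 10% and every replicate at or above 10%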;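 note: 0% = median of on-plate neutral control wells and 100% = ellipticine 6 µM median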
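System: XiGFP fibroblasts, SV40-immortalized. Medium: DMEM plus 5-aza-dC sensitizer. Doses: single point. Timing: 3 d treatment, 15 min room-temperature fixation. Control set: ellipticine 6 µM.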
ARNT-TACC3 inh = ARNT/TACC3 interaction disruption | Q9Y6A5 | AlphaScreen His-ARNT PAS-B/GST-TACC3 binding, luminescence; TACC3 fragment carries E629A point mutation | inhibition, % at 9.99 µM | 390,000 tested, 0.66% active;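 active = mean inhibition of replicates at least 50% and at least half of replicates each reaching 50%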;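 note: 0% = complete ARNT plus TACC3 wells and 100% = ARNT alone without TACC3; many hits fall short of the cut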
esBAF inh = blocks esBAF chromatin remodeling in mouse ES cells; 350,000 tested, 2% active; Bmi1-luciferase knock-in reporter, 24 h; 100% = twice the neutral-well signal; AID 602393; reporter increase, % at 12.5 µM; in the data active = activation above about 40%;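 note: 0% = median of the plate's neutral control wells and 100% = double that signal; a rise in the Bmi1 reporter signal indicates esBAF inhibition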
ERAP1 HTS inh = inhibitors of human ERAP1 aminopeptidase. inhibition, % at 10.7 µM. recombinant ERAP1, Leu-AMC fluorescence, 60 min. 340,000 tested, 0.15% active. AID 652197;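 active = mean replicate inhibition of at least 30%, or all replicates individually reaching that 30% level; inactive = mean below 30% and not every replicate reaching it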;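 note: 0% = neutral control wells and 100% = L-leucinethiol positive control wells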
The depositor's hits bear a star; . = no result given; & = joins results of further samples.

SMILES	GSIS activator	RAD54 inh	RAD52 inh	CFTR F508del cor	Xi reactivation	ARNT-TACC3 inh	esBAF inh	ERAP1 HTS inh
Nc1nc(SC23CC4CC(CC(C4)C2)C3)ns1	-1	.	6	0.0	-0.3	-2	.	-2
C(=C\c1ccccc1)/CN1CCN(C(c2cccs2)c2nnnn2C2CCCC2)CC1 (configuration not stated)	-43	-6	-47	1.5	0.0	.	6	.
COc1ccccc1CNC(=O)CN(C)S(=O)(=O)c1cccc2cccnc12	0	-3	-7	-0.5	.	-4	.	.
CC(C)S(=O)(=O)N1CCCC(c2cc(C(=O)Nc3ccc(F)c(Cl)c3)no2)C1 (configuration not stated)	-15	-3	-13	-1.0	-0.1	.	48*	1
Nc1c(Cl)ncnc1N1CCCC1	5	.	0	-1.3	0.0	3	.	-2
COc1cccc(CCNC(=O)CCc2nnc(Cc3cc(OC)ccc3OC)o2)c1	-12	3	-2	-2.1	0.0	2	35	-1
COc1ccc(NC(=O)c2nc[nH]c2C(=O)N2CCN(c3ccccc3)CC2)cc1	9	-14	1	3.2	0.7	-1	5	0
CCc1ccc(N2CC(C(=O)OCC(=O)Nc3ccc(C(C)=O)cc3)CC2=O)cc1 (configuration not stated)	-11	.	4	-7.4	0.0	.	2	-8
CC(=O)[C@H]1[C@H]([C@H](O)[C@H](O)CO)O[C@](O)(C(=O)O)C[C@@H]1O	-5	2	-1	-1.1	.	-6	1	.
NNC(=O)c1ccc(COc2ccc3c(c2)CCC3)cc1	3	.	-7	.	0.0	1	.	-4
Cc1noc(C)c1COc1cccc(C(=O)Nc2ccc(Br)cc2F)c1	-25	5	-18	-2.4	0.2	21	2	-8
COc1ccccc1N1CCN(CC(=O)NCC2CCCO2)CC1 (configuration not stated)	-18	-10	0	.	.	-4	-6	-3
CC(=O)Nc1ccc(Nc2cc(C(C)C)nc3c(-c4ccccc4)c(C)nn23)cc1	-29	.	-10	0.0	0.0	-19	.	5
C=CCN(c1ccccc1)S(=O)(=O)c1cccc(C(=O)Nc2ncccc2C)c1	-5	3	-9	-0.1	0.0	-5	-4	-2
Cc1ccc2[nH]c(=O)c(CN(CC3CCCO3)C(=S)Nc3ccccc3)cc2c1 (configuration not stated)	4	0	-1	0.8	-0.1	0	0	5
CCOc1cc(/C=N/NC(=O)C(C)Sc2ccccc2)ccc1O (configuration not stated)	15	.	-5	-1.7	-0.6	10	.	5
Cc1ccc(C(=O)CSc2nc3ccccc3c(=O)[nH]2)cc1C	19	.	7	-0.7	0.0	4	16	-2
COc1ccc(OCc2cc(C(=O)NC3CCOCC3)no2)c2ccccc12	-1	.	-11	1.7	-0.1	4	.	2
COc1ccccc1N(C)S(=O)(=O)c1ccc(C(=O)OCC(=O)N2CCC2)cc1	11	.	-2	.	0.1	1	.	-8
CC(=O)n1nc(-c2ccc(C)cc2)nc1NCc1ccco1	9	.	0	4.3	0.3	-6	.	-2
COc1ccc2c(CC(=O)OCC(=O)Nc3ccc(S(N)(=O)=O)cc3)coc2c1	10	4	-24	1.8	-0.1	1	-2	6
Cc1ccsc1C(=O)OCc1nc2ccsc2c(=O)[nH]1	-6	-9	-12	3.0	-0.1	-3	14	-2
CCOc1ccc(C(=O)NCc2ccc3c(c2)OCO3)cc1OCC	24	-9	-6	-6.0	0.0	-17	-5	-2
Cc1ccc(N2CC(C(=O)Nc3cccnc3)CC2=O)cc1C (configuration not stated)	-3	-21	-3	0.5	0.1	0	0	-3
O=C(O)c1ccccc1C(=O)c1ccc(Sc2ccc(Cl)cc2)c([N+](=O)[O-])c1	-1	11	-19	1.5	0.2	-3	3	.
O=C(NC1CCC(O)CC1)c1ccc2c(c1)S(=O)(=O)N=C1CCCCCN12 (configuration not stated)	23	3	-7	0.8	-0.2	-3	46*	1
O=C(O)c1ccc(N2C(=O)/C(=C/C=C/c3ccccc3)SC2=S)cc1	25	.	-29	.	0.0	0	.	7
CCOc1ccc(S(=O)(=O)N2CCC(C(=O)NCc3cccnc3)CC2)cc1C	-8	-7	-12	2.3	0.0	.	3	0
O=C(COc1ccccc1)N(Cc1nnc(-c2ccccc2Cl)o1)C1CC1	-14	4	-1	4.1	0.2	-3	.	-7
CCN(c1ccccc1)S(=O)(=O)c1ccc(Cl)c(C(=O)N2CCCC2)c1	-1	8	-6	-1.6	0.2	20	-5	-1
C[C@H](NC(=O)c1ncn2c1C(=O)N[C@@H](C)C2)C(=O)OC(C)(C)C	.	5	-13	2.4	0.2	.	1	0
COc1ccc(NC(=O)Nc2ccc3c(c2)C(=O)N([C@@H](C)CO)C[C@H](C)[C@H](CN(C)C(=O)C2CCCCC2)OCCCC[C@H](C)O3)cc1	-5	10	15	5.3	0.1	-31	1	1
C[C@H](CO)N1C[C@H](C)[C@H](CN(C)Cc2ccc(C(=O)Nc3ccccc3N)cc2)Oc2ccc(NC(=O)Nc3cccc4ccccc34)cc2C1=O	-11	.	-3	-2.1	0.3	.	.	3
C[C@H](CO)N1C[C@H](C)[C@H](CN(C)S(=O)(=O)c2ccccc2)OCc2cnnn2CCCC1=O	0&-1	4&3	5&10	2.7&-4.0&-1.2	0.1&0.1	5	9&1&3	1&2
O=C(NCc1cccnc1)c1ccc(Br)o1	9	-9	0	-0.9	0.1	-3	.	-2
C[C@@H]1CN([C@@H](C)CO)C(=O)Cc2cc(NS(=O)(=O)c3ccc(Cl)cc3)ccc2O[C@@H]1CN(C)C(=O)NC1CCCCC1	-8	1	7	-2.2	-0.8	-11	-1	-1
Cc1cc(O)c(C2(O)C(=O)Nc3ccccc32)cc1C (configuration not stated)	20	-9	-14	1.8	0.4	-5	-4	-3
COc1cccc(OCC(=O)NNC(=S)Nc2ccc(Cl)cc2Cl)c1	-35	.	-18	1.7	0.1	17	.	0
Cc1ccsc1C(=O)OCC(=O)NCCc1ccccc1	3	-1	-4	0.6	0.2	0	29	-3
Cc1cccc(CSCCNC(=O)CCSc2ccccc2)c1	-15	-2	-5	-1.3	0.2	.	-13	-2
CCOC(=O)c1ccccc1NC1c2ccccc2C(=O)N1c1cc(C)ccn1 (configuration not stated)	.	-1	-1	3.4	0.0	-3	-6	4
COc1ccc(C=NN=C2c3ccccc3-c3ccccc32)cc1O	2	.	15	-2.2	0.1	-2	.	-4
Cc1noc(C)c1S(=O)(=O)Nc1ccc2c(c1)C(=O)N([C@H](C)CO)C[C@H](C)[C@H](CN(C)Cc1ccc3c(c1)OCO3)OCCCC[C@@H](C)O2	-2	2	1	2.7	-1.0	4	-8	-17
O=c1c2ccccc2nc2ccccn12	15	.	2	2.1	0.3	6	.	4
CCn1cc(/C=C(\NC(=O)c2ccccc2OC)C(=O)NCCCn2ccnc2)c2ccccc21	0	.	-8	-0.2	0.0	7	2	-1

A different layout for 5 compounds above:
structure,GSIS activator,RAD54 inh,RAD52 inh,CFTR F508del cor,Xi reactivation,ARNT-TACC3 inh,esBAF inh,ERAP1 HTS inh
C[C@H](CO)N1C[C@H](C)[C@H](CN(C)Cc2ccc(C(=O)Nc3ccccc3N)cc2)Oc2ccc(NC(=O)Nc3cccc4ccccc34)cc2C1=O,-11,.,-3,-2.1,0.3,.,.,3
COc1ccc(NC(=O)c2nc[nH]c2C(=O)N2CCN(c3ccccc3)CC2)cc1,9,-14,1,3.2,0.7,-1,5,0
Cc1ccsc1C(=O)OCc1nc2ccsc2c(=O)[nH]1,-6,-9,-12,3.0,-0.1,-3,14,-2
CCOc1ccc(C(=O)NCc2ccc3c(c2)OCO3)cc1OCC,24,-9,-6,-6.0,0.0,-17,-5,-2
O=C(NC1CCC(O)CC1)c1ccc2c(c1)S(=O)(=O)N=C1CCCCCN12 (configuration not stated),23,3,-7,0.8,-0.2,-3,46*,1

More records
SMILES	GSIS activator	RAD54 inh	RAD52 inh	CFTR F508del cor	Xi reactivation	ARNT-TACC3 inh	esBAF inh	ERAP1 HTS inh
C(=N\Nc1nc(Nc2ccccc2)nc(N2CCCCC2)n1)/c1ccco1	3	.	-14	2.4	0.0	.	.	-3
CCOc1ccc(CCNC(=O)CSc2cc(=O)n(C)c3cc(Cl)ccc23)cc1OCC	4	5	.	.	.	-9	2	.
Cn1c(COc2ccccc2)nnc1SCC(=O)Nc1ccc(N2CCOCC2)cc1	3	-5	7	-1.1	0.2	0	.	-2
C/C=C/c1ccc([C@@H]2[C@@H](CO)N3C(=O)CN(Cc4ccc(C(=O)OC)cc4)C[C@H]23)cc1	3	.	-23	4.1	-0.1	.	.	2
COc1ccc(CO[C@@H]2O[C@H](CO)[C@@H](O)[C@H](O)[C@H]2NC(C)=O)cc1OC	-2	-5	-6	2.3	0.2	-17	4	-8
CN(CC1CCCO1)S(=O)(=O)c1ccc(C(=O)Nc2ccc([N+](=O)[O-])cc2)cc1 (configuration not stated)	15	0	-8	0.6	0.1	-3	3	-2
CCOC(=O)[C@]12CCCC=C1N(Cc1ccc(Cl)cc1Cl)C(=O)[C@H](CC(=O)N1CCN(C(=O)C3CC3)CC1)C2	.	.	-14	0.6	0.1	.	.	0
CC(C)CC(NC(=O)OCc1ccccc1)C(=O)NCC(=O)NCC(=O)OCc1ccccc1 (configuration not stated)	-31	.	-3	1.5	0.0	.	.	9
COc1ccc(CNC(=O)CSc2nnc(NC(=O)C3CC3)s2)cc1	17	9	-10	3.0	0.1	-2	-5	1
Cc1ccc(OCc2nnc(SC(C)C(=O)O)n2Cc2ccccc2)cc1 (configuration not stated)	4	.	-15	-1.2	0.1	-5	.	4
O=C1CSC(=S)N1Cc1cccs1	9	.	-30	1.9	0.1	.	-2	3
CC(=O)Nc1ccc(NC(=O)c2ccccc2S(=O)(=O)c2ccccc2[N+](=O)[O-])cc1	.	.	-12	.	-0.1	-6	.	3
COc1ccc(-c2cnc(SCCNC(=O)c3ccc4c(c3)OCO4)[nH]2)cc1	18	-1	-9	-1.9	0.0	1	.	-4
COC(=O)[C@]12C[C@H](CC(=O)NCc3cccc4ccccc34)C(=O)N(Cc3ccccc3)C1=C[C@H](C(C)C)O[C@@H]2C1CC1	.	.	-7	2.7	0.0	.	.	0
CC(OC(=O)C1=COCCO1)C(=O)NC1CCCC(C)C1C (configuration not stated)	17	-4	-48	2.2	0.0	.	-3	6
NC(=O)NC(=O)COC(=O)CCCSc1nc2ccccc2s1	21	1	-29	0.6	0.0	-4	-52	-4
O=C(COC(=O)c1ccc(F)c([N+](=O)[O-])c1)NC(=O)NCc1ccccc1	.	7	-14	-1.0	0.0	-2	1	3
COc1ccccc1N(C(=O)c1snc(C(N)=O)c1N)C(C(=O)NCc1ccccc1)c1ccc(O)cc1 (configuration not stated)	-14	-3	-14	0.8	0.0	5	4	-7
C/C(=N\NC(=S)Nc1ccc(C)cc1)c1cccc(N)c1	24	.	-22	-1.0	0.3	-5	.	-3
COc1ccc(CNC(=O)C[C@@H]2C[C@H]3c4cc(NS(C)(=O)=O)ccc4O[C@H]3[C@@H](CO)O2)cc1	3	-7	9	-0.8	0.1	-6	-8	0
Cc1c(C(=O)N2CCN(CCc3ccccn3)CC2)oc2ccc(Cl)cc12	7	-6	-2	-0.7	0.1	.	-3	2
CCC(=O)N(CCc1ccccc1)Cc1cc2cccc(C)c2[nH]c1=O	7	8	-7	0.3	0.0	-8	5	9
CC1CCCC(NS(=O)(=O)c2cccc3nsnc23)C1C (configuration not stated)	9	8	-3	4.0	0.2	9	0	0
CNC(=O)c1cc2ncc(C(F)(F)F)cc2s1	-2	10	11	-2.5	0.0	-4	17	-1
